Screening results: PubChem BioAssay, several laboratories
APP transl inh – APP translation inhibition | SH-SY5Y APP 5'UTR-luciferase reporter, luminescence | 190,000 tested, 0.82% active | inhibition, % at 2 µM;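 active means inhibition above a set limit, derived from the sample mean plus 3 SD, cut at about 45% in these data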; further: values of inactives mirror those of a sister screen read the other way
FLuc inhib CS – inhibits firefly luciferase, flagging false hits in luciferase inhibition screens; P08659; ATPLite firefly luciferase biochemical luminescence, 10 min; inhibition, % at 10 µM; 200,000 tested, 1.5% active; AID 1006;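 active means inhibition above about 50% when tested at 10 µM, limit read from the data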
Target sequence (P08659 whole entry, looked up): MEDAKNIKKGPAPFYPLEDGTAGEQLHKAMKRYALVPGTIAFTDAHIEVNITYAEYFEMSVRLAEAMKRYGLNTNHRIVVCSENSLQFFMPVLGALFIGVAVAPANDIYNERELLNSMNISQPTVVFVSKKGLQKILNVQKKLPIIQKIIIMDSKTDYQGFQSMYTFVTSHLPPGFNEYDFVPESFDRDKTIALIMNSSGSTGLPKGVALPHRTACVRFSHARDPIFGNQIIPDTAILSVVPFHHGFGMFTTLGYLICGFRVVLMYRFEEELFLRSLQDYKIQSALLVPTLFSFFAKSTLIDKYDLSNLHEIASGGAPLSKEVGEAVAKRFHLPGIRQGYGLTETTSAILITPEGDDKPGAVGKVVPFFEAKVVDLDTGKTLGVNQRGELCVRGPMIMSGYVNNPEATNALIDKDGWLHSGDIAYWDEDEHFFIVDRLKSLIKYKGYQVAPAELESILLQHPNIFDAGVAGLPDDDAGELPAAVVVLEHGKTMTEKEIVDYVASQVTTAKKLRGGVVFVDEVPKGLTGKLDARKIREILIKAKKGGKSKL
STAT1 activator – increases IFN-gamma driven STAT1 reporter signal; NIH 3T3 STAT1-luciferase reporter, luminescence; 100% = IFN-gamma alone, no compound; 200,000 tested, 2.6% active; activation (% of control), % at 5.5 µM; AID 932;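 active means activation above the screen-wide mean activation plus 3 SD, cut at about 130% in these data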;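 further: raw ratio to IFN-gamma control signal so 100% means no change and 0% no light; values of inactives mirror those of a sister screen read the other way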
STAT3 blocker – inhibitors of IL-6 induced STAT3 signaling; inhibition, % at 5.5 µM; 190,000 tested, 0.89% active; U3A cells, IL-6 STAT3-luciferase reporter, luminescence; host cell line lacks STAT1;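 active means inhibition above the mean inhibition across all screened compounds plus 3 SD, cut at about 44% in these data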;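 further: 0% = DMSO only wells and 100% = 100 µM nifuroxazide control wells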
NF-kB expr up – compounds increasing NF-kB expression in human neuronal cells | NF-kB reporter expression; active compounds read high | fold change at 12.5 µM | 190,000 tested, 1.6% active | AID 1239; in the data active means fold change above about 3.3
STAT3 act – activators of IL-6 induced STAT3 signaling; 190,000 tested, 0.91% active; activation (% of control), % at 5.6 µM; U3A cells, IL-6 STAT3-luciferase reporter, luminescence; 100% = signal with IL-6 EC80 alone;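 active means activation above the screen-wide mean of compound activation plus 3 SD, cut at about 130% in these data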;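 further: 0% = background luminescence of wells with medium and substrate only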
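Material: STAT1-lacking human U3A cells, STAT3 luciferase reporter | Benchmarks: IL-6-only wells as 100% reference | Probe or stimulus: IL-6 (33 ng/mL) | Timing: Compound 1 h, then IL-6 6 h at 37 °C | Detection: Luminescence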
STAT1 inh – reduces IFN-gamma driven STAT1 reporter signal; NIH 3T3 STAT1-luciferase reporter, luminescence; inhibition, % at 5.5 µM; 200,000 tested, 0.35% active; AID 920;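 active means inhibition above a set limit, the mean inhibition across all tested compounds plus 3 SD, cut at about 34% in these data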;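 further: 0% = IFN-gamma with DMSO and 100% = IFN-gamma with 300 µM nifuroxazide; values of inactives mirror those of a sister screen read the other way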
Hsp70 act – Hsp70 transcriptional activation, primary screen. 200,000 tested, 0.04% active. HeLa Hsp70 promoter luciferase reporter, luminescence; scaled: vehicle 0, proteasome-inhibitor control 100%. activation, % at 10 µM;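 active means activation above the mean across all tested compounds plus 3 SD, cutoff set per campaign, cut at about 5.5% in these data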;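 further: 100% = MG132 at 30 µM as the positive control and 0% = DMSO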
APP 5'UTR act – activates APP 5'UTR luciferase reporter; SH-SY5Y APP 5'UTR luciferase reporter, luminescence; zero percent = DMSO vehicle wells; activation, % at 2 µM; 190,000 tested, 1% active; AID 1276;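 active means activation above a set limit, based on mean plus 3 SD of controls, cut at about 140% in these data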; further: values of inactives mirror those of a sister screen read the other way
RAM network inh – yeast RAM network inhibition | S. cerevisiae dse1pr::URA3 reporter, 5-FOA growth OD615, 2 d; analog-sensitive cbk1-as2 kinase mutant strain | inhibition, % at 50 µM | 190,000 tested, 1.8% active;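 active means inhibition above a set limit, 3 SD over mean compound inhibition, cut at about 8.4% in these data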;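 further: 0% = DMSO-only wells with no growth and 100% = 10 µM 1-NA-PP1 full growth; inhibition rescues growth on 5-FOA so higher OD means more RAM inhibition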
The depositor's hits bear a star; & = joins results of further samples. A portion of the library; the hit share may differ from the screen's.

SMILES	APP transl inh	FLuc inhib CS	STAT1 activator	STAT3 blocker	NF-kB expr up	STAT3 act	STAT1 inh	Hsp70 act	APP 5'UTR act	RAM network inh
O=C(O)c1ccc(Cl)nc1	3	-4	102	2	0.98	101	-2	-0.3	-3	2.2
Cc1cc2c(s1)NC(=O)CN=C2c1cccs1	11	-4	93	14	0.93	89	6	-0.3	-11	3.2
CN1CCc2nc3ccc(F)cc3c(C(N)=O)c2C1	-2	-5	106	-14	0.83	122	-6	-0.1	2	0.0
O=C1NC(=O)C(CCc2ccncc2)(CCc2ccncc2)C(=O)N1C1CCCCC1	-18	-10	96	-10	0.98	110	2	-0.1	18	-0.4
O=[N+]([O-])c1ccc(C2C3C(c4ccccc4)=NC4(CCCC4)N32)cc1 (stereo not drawn)	-4	-4	86	12	1.5	94	16	-0.2	5	1.6
Cc1ccc2c(c1)c(=O)c1c3n2CCN(CC#N)C3CC1 (stereo not drawn)	2	-6	108	9	1.1	95	-11	-0.3	-2	-0.4
N=c1c[n+](CC23CC4CC(CC(C4)C2)C3)[n-]o1	8	-5	99	8	1	98	1	-0.4	-8	-1.2
CCOC(=O)C1(CCCc2ccccc2)CCN(C2CCCC2)CC1	3	1	90	-4	0.77	105	9	-0.3	-3	1.2
CCOc1nc(NC(C)C)nc(N2CC3CC(C2)c2cccc(=O)n2C3)n1 (stereo not drawn)	-3	1	95	3	0.94	102	2	-0.1	3	0.4
C=Cn1c(P(=S)(N2CCOCC2)N2CCOCC2)cc2c1CCCC2	-8	-5	101	0	0.68	106	-1	-0.5	7	1.9
c1ccc(CNCCc2ccc3c(c2)OCO3)nc1	-9	-2	94	10	1.2	93	8	-0.3	9	2.4
Cc1ccc(-c2nc3ccccc3c(=O)n2-c2cccc(C)n2)cc1	-16	4	100	8	1.1	96	-2	-0.1	16	-0.7
COC(=O)CC1NC2CCCCC2NC1=O (stereo not drawn)	6	-7	95	10	1.1	93	6	0.7	-6	0.7
O=C(C1CC(=O)N(C2CCCCCCC2)C1)N1CCC2(CC1)OCCO2 (stereo not drawn)	9	-2	99	2	1.2	101	2	-0.3	-9	0.7
COc1ccc(C2=NCC(=O)N(CC(=O)NCc3ccco3)c3sc4c(c32)CCCC4)cc1OC	-6	-5	98	7	1.1	96	2	-0.1	6	1.9
CCC(=NCCCN(CC)CC)c1c(O)n(-c2ccccc2)c(=O)[nH]c1=O	-12	-6	100	5	1.1	101	0	-0.2	12	0.8
CCC(=NCCc1ccccc1)c1c(O)n(C2CCCCC2)c(=O)[nH]c1=O	0	-6	90	9	0.64	97	10	0.3	0	3.2
CCN1CC2(COC(=O)c3ccccc3N)CCC(OC)C34C5CC6C(OC)CC(O)(C5C6OC)C(O)(C(OC)C23)C14 (stereo not drawn)	5	-6	103	-5	0.88	110	-3	-0.1	-5	-0.7
CC(C)c1oc(=O)cc2c1[C@@H](O)[C@H]1OC(=O)[C@@]3(C)C[C@@H](O)[C@@H](O)[C@@]2(C)C13 (stereo partly drawn)	-17	-4	82	23	7*	78	20	-0.1	17	-0.1
C=CCn1c(O)c(C(CC)=NCc2cc(OC)cc(OC)c2)c(=O)[nH]c1=O	8	0	85	21	0.52	85	16	-0.5	-8	7.8
CN1C(=O)C(Cc2cccs2)C(=O)N(C)C1=O	7	-6	98	4	1.1	99	3	-0.3	-7	0.7
O=C(Nc1ccc(OC(=O)N2CCCC2)cc1)N1CCOCC1	4	-2	99	10	1	95	1	-0.2	-4	0.3
CC(O)CNc1ccc([N+](=O)[O-])c2cccnc12 (stereo not drawn)	8	-6	100	8	1.1	92	-1	-0.2	-8	0.4
CC(C)(C)c1nc(N2CCN(C(=O)c3ccco3)CC2)c2nnn(Cc3ccccc3Cl)c2n1	-5	-9	105	25	1.3	82	-6	-0.3	5	5.4
O=[N+]([O-])c1cccc(CN2CCN(Cc3ccc(Cl)cc3)CC2)c1	-16	-6	92	20	1.1	86	7	0.0	16	2.4
COC(=O)C(O)(c1cn(C)c2ccccc12)C(F)(F)F (stereo not drawn)	-9	-1	105	0	1	101	-5	-0.1	9	1.9
CCOc1ccc(N2C(=O)NC(=O)/C(=C\c3cc(OC)c(OC)cc3[N+](=O)[O-])C2=O)cc1	0	-3	105	-4	1.2	105	-6	-0.4	1	0.3
CCN(CC)CCCOC(=O)C(OC(C)C)(c1ccccc1)c1ccccc1	6	-5	100	-7	0.94	108	4	0.0	-6	-0.8
O=C(Cc1ccccc1)N1CCN(Cc2ccccn2)CC1	-11	-4	102	4	1	100	0	0.1	11	0.2
CCOc1ccc(-n2c(-c3cccs3)nc3ccccc3c2=O)cc1	5	-8	101	11	1.2	95	-3	0.1	-5	3.5
CSc1ccc(CN2CCN(Cc3ccccc3Cl)CC2)cc1	-3	-2	98	-12	0.94	111	3	-0.2	3	1.1
Cc1ccccc1-n1c(-c2ccc([N+](=O)[O-])cc2)nc2ccccc2c1=O	3	-11	94	21	0.97	85	6	-0.2	-3	1.8
Cc1cccc(C(O)(C(=O)NNC(=O)CN2CCN(C)CC2)c2cccc(C)c2)c1	-33	-8	102	0	1.1	99	-2	-0.4	33	0.5
O=C1NC(=O)C(CCc2ccncc2)(CCc2ccccn2)C(=O)N1c1ccc(Br)cc1 (stereo not drawn)	-9	0	96	0	1.4	105	5	-0.1	9	1.2
CSc1nc(N2CCN(C)CC2)c2ccccc2n1	-15	-5	91	11	0.93	94	8	0.0	15	-0.6
O=C1NC(=O)C2(Cc3ccccc3N3CCCC32)C(=O)N1c1cccc(Cl)c1 (stereo not drawn)	6	-4	91	1	1.1	102	11	0.2	-6	1.2
NCCc1c[nH]c2ccccc12	2	0	93	1	1.2	110	8	-0.6	-2	0.5
CCOC(=O)c1ccc(N=Cc2c(O)n(-c3ccc(OC)cc3)c(=S)[nH]c2=O)cc1	-12	2	101	3	1.1	98	-2	-0.5	12	4.1
CCOc1ccc([N+](=O)[O-])cc1CNCCc1ccccc1	5	-3	99	-4	1	109	-1	-0.1	-5	0.3
CCN1CCN(Cc2ccc(OC(F)(F)F)cc2)CC1	-12	2	98	7	1.1	98	3	0.0	12	-0.4
Cc1ccc(CCN2CC(C(=O)N3CCC4(CC3)OCCO4)CC2=O)cc1 (stereo not drawn)	1	0	106	-5	1.4	106	-6	0.5	-1	0.7
CCCCn1c(O)c(/C(CC)=N/N2CCCCC2c2cccnc2)c(=O)[nH]c1=S (stereo not drawn)	-25	-9	103	-9	1	108	-3	-0.3	25	1.6
COc1ccc(-c2nc3ccccc3c(=O)n2-c2ccc(OC)cc2)cc1	-10	1	91	3	0.91	101	7	-0.5	10	1.6
O=C1NC(=O)N(c2ccc(F)cc2)C(=O)/C1=C/c1ccc2c(c1)CCCN2Cc1ccccc1	12	-6	104	-9	0.91	107	-5	-0.3	-12	2.0
CC(C)C1(C)N=C(c2nc3ccccc3cc2C(=O)O)NC1=O (stereo not drawn)	-9	-9	98	13	1.2	97	2	-0.2	9	0.8
CCCC1COC(Cn2cncn2)(c2ccc(Cl)cc2Cl)O1 (stereo not drawn)	-9	-4	94	1	0.79	100	7	-0.1	9	-1.2
O=C(Nc1ccc2ccccc2c1)c1nn(C23CC4CC(CC(C4)C2)C3)cc1Br	-14	-1	91	0	1	104	10	-0.2	14	2.8
N#Cc1cc2c(nc1SCC(=O)Nc1cc(Cl)ccc1Cl)C1CCN2CC1	-29	-9	100	11	1.3	92	0	-0.2	29	1.2
COC(=O)c1cc2c(s1)=NC=NP=2(N1CCOCC1)N1CCOCC1	-3	-5	109	2	1	103	-9	0.0	3	1.5
CN1CCN(c2cccc3c2C(=O)c2ccccc2C3=O)CC1	-20	-2	107	12	1	90	-7	-0.4	19	-0.5

Record cards, from the list above. Order of values: APP transl inh, FLuc inhib CS, STAT1 activator, STAT3 blocker, NF-kB expr up, STAT3 act, STAT1 inh, Hsp70 act, APP 5'UTR act, RAM network inh
Shown for O=C(Cc1ccccc1)N1CCN(Cc2ccccn2)CC1 = -11, -4, 102, 4, 1, 100, 0, 0.1, 11, 0.2
Shown for COC(=O)c1cc2c(s1)=NC=NP=2(N1CCOCC1)N1CCOCC1 = -3, -5, 109, 2, 1, 103, -9, 0.0, 3, 1.5
Shown for O=C(Nc1ccc2ccccc2c1)c1nn(C23CC4CC(CC(C4)C2)C3)cc1Br = -14, -1, 91, 0, 1, 104, 10, -0.2, 14, 2.8
Shown for CSc1nc(N2CCN(C)CC2)c2ccccc2n1 = -15, -5, 91, 11, 0.93, 94, 8, 0.0, 15, -0.6

Following part
SMILES	APP transl inh	FLuc inhib CS	STAT1 activator	STAT3 blocker	NF-kB expr up	STAT3 act	STAT1 inh	Hsp70 act	APP 5'UTR act	RAM network inh
CC1(C)C(C(=O)NN2C(=O)c3ccccc3C2=O)C1(C)C	-7	3	99	-7	1.3	112	1	0.0	7	-0.4
CN1CN(c2cccc([N+](=O)[O-])c2)CN=C1N[N+](=O)[O-]	-3	-1	101	-6	1.1	109	-4	0.2	3	1.6
Cc1nc2cc(-c3cccc(F)c3)nn2c(C)c1CCC(=O)N1CCC2(CC1)OCCO2	27	-9	100	30	0.68	81	0	-0.5	-27	-0.2
CCc1ccc(N2C(=O)NC(=O)/C(=C/c3ccsc3)C2=O)cc1	28	-11	102	-2	1.2	104	-2	0.1	-28	0.7
Nc1cccc(N=Cc2c(O)n(Cc3ccc(F)cc3)c(=O)[nH]c2=O)c1	2	-6	109	-1	1	106	-10	-0.3	-2	2.6
COc1ccc(-n2c(O)c(C(C)=NC3CC3)c(=O)[nH]c2=O)cc1	-5	-4	105	9	0.89	98	-5	-0.2	5	2.4
O=C1NC(=O)[C@]2(Cc3ccccc3N3CCN(c4ccccc4)CC32)C(=O)N1c1ccccc1 (stereo partly drawn)	-13	-5	98	2	0.45	101	2	0.1	13	3.4
CC(=O)Nc1ccccc1C(=O)OCC(=O)c1ccccc1Cl	-47	25	120	12	1.8	92	-23	-0.1	47	0.5
Cc1cc(S(=O)(=O)NCc2ccccc2)ccc1OCC(=O)N1CCN(C)CC1	-6	-9	104	10	1	95	-4	0.0	6	3.1
CCCn1cc(CN2CCCC(C(=O)c3cccc(OC)c3)C2)c(C)n1 (stereo not drawn)	-14	-4	94	4	1.3	102	7	-0.2	14	1.7
CS(=O)(=O)N1CCCC(C(=O)N2CCC3(CC2)OCCO3)C1 (stereo not drawn)	-4	-7	102	4	0.95	102	-2	-0.1	4	0.5
CCCCN1C(=N)C(CC)(CC)C(=O)NC1=O	-13	-6	95	1	1.2	98	5	-0.2	13	-0.4
CN1CCC2(CC1)C(C#N)=C(N)NC(S)=C2C#N	-3&-26	2&-6	110&101	1&0	1.4&0.86	101&99	-12&-1	0.3&-0.1	3&26	2.9&-0.2
C=CCn1c(O)c(C(C)=NC2CC2)c(=O)[nH]c1=O	-5	-9	102	-7	1.2	110	-2	-0.2	5	3.3
COc1cccc(C(=O)C2CCCN(Cc3ccon3)C2)c1 (stereo not drawn)	6	-2	99	5	1.1	101	1	-0.2	-7	1.6
Cc1ccc(NC(=O)c2snnc2C)cc1Cl	-21	0	102	12	1.2	96	-2	0.3	21	-0.1
COC(=O)c1cncn1C(C)c1ccccc1 (stereo not drawn)	-2	-7	99	8	1.1	96	1	0.0	3	-0.1
